Screens from PubChem BioAssay.
SENP7 block – SENP7 protease inhibitors, primary screen, biochemical, luminescence, uHTS | Sentrin-specific protease 7 (Homo sapiens), Q9BQF6 | recombinant SENP7, Z-RLRGG-aminoluciferin luminescence, 40 min | inhibition, % at 5 µM | 1.5% of 330,000 active | AID 434973, 2010;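 active = inhibition above about 50% at the single test dose, limit read from the data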;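 also: plate controls were DMSO with enzyme for no effect and no enzyme buffer wells for full effect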
PfGluPho inh – PfG6PD enzyme inhibitors, primary screen, biochemical, fluorescence intensity, uHTS; inhibition, % at 20 µM; AID 504690, 2011; glucose-6-phosphate dehydrogenase-6-phosphogluconolactonase (Plasmodium falciparum 3D7); PfGluPho enzyme, NADPH resazurin-diaphorase fluorescence; 0.78% of 350,000 active;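 active = inhibition reaching at least a set limit at 20 µM in the primary screen, cut at about 59% in these data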;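 also: 0% = DMSO wells with substrate and 100% = DMSO wells lacking glucose-6-phosphate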
SENP8 block-1 – SENP8 protease inhibitors, primary screen, biochemical, luminescence. purified SENP8, Z-RLRGG-aminoluciferin cleavage. inhibition, % at 10 µM. 1.2% of 330,000 active. AID 2540, 2010; in the data active = inhibition above about 50%
Target sequence (Q96LD8 whole entry, looked up): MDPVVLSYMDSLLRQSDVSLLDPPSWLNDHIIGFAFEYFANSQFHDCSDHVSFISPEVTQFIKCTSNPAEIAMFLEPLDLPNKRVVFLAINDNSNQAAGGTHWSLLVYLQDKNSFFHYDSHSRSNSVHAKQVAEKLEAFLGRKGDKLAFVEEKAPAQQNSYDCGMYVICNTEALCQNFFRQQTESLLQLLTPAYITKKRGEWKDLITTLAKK
SENP8 block-2 – human SENP8 protease inhibitors, primary screen, biochemical, fluorescence, Nedd8 protein substrate, uHTS; inhibition, % at 20 µM; 0.64% of 360,000 active; recombinant SENP8; AID 602440, 2012; in the data active = inhibition mostly above about 40%, no sharp cut-off; inactive = mostly below about 27%
HKDC1 inh – HKDC1 hexokinase inhibitors, primary screen, biochemical, fluorescence, uHTS; Q2TB90; recombinant HKDC1, G6PDH/diaphorase resazurin coupled fluorescence; inhibition, % at 20 µM; 0.16% of 340,000 active;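 active = inhibition above about 35% when tested at 20 µM, limit read from the data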;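 also: plate controls were DMSO wells with enzyme for no effect and DMSO wells lacking enzyme for full effect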
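Test system: recombinant HKDC1 (HK5) hexokinase enzyme, produced in-house; Amount: enzyme 5 µg/mL final; Buffer or medium: Tris pH 8.0 buffer with MgCl2, Tween-20, BSA, BME; Reagent: glucose and ATP substrates; Doses: 20 µM test compound, 1% DMSO; Incubation: 90 min reaction incubation at room temperature, dark; Detection: resorufin fluorescence at 613 nm.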
NALP3 yeast inh – NALP3 inflammasome inhibitors in reconstituted yeast, primary screen, luminescence, uHTS; 0.39% of 330,000 active; inhibition, % at 10 µM; Yeast reconstituted NLRP3/ASC/caspase-1, beta-gal luminescence, 24 h;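 active = inhibition of 50% or more; inactive = inhibition below 50%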;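 also: plate controls were induced DMSO wells for no effect and uninduced yeast grown without galactose for full effect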
SENP6 block – SENP6 protease inhibitors, primary screen, biochemical, luminescence, uHTS; 1.8% of 330,000 active; inhibition, % at 10 µM; Recombinant SENP6 catalytic domain, aminoluciferin luminescence; AID 2599, 2010; Sentrin-specific protease 6 (Homo sapiens), Q9GZR1;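 active = inhibition above about 50% at the single tested dose, limit read from the data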;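 also: plate controls were DMSO wells with enzyme for no effect and DMSO wells lacking enzyme for full effect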
Target sequence (Q9GZR1 628-1112 limits assumed): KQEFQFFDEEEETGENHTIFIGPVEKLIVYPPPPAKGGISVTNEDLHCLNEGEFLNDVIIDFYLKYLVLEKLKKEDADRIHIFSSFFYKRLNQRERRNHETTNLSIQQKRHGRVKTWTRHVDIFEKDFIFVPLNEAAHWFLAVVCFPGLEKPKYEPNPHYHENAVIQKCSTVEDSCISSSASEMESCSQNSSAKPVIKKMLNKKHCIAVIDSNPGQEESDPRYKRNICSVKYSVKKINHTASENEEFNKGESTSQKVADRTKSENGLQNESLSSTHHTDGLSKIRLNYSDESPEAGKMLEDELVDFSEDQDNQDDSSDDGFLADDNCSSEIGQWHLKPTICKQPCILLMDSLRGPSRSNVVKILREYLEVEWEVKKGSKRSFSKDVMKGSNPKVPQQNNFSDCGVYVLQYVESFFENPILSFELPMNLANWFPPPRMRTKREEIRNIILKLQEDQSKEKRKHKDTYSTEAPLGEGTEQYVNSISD
SENP1 inh – human SENP1 catalytic domain inhibitors, primary screen, biochemical, FRET, uHTS; recombinant SENP1 catalytic domain, CyPet-SUMO1-YPet FRET cleavage; inhibition, % at 10 µM; 0.21% of 360,000 active; AID 624204, 2012;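 active = inhibition at least 30% at 10 µM, raw YFP signal under a set limit, fluorescence ratio 0.5 to 1.5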;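 also: 0% = enzyme with DMSO and 100% = no enzyme wells; some results filed as inactive read as strong as hits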
Target sequence (Q9P0U3 419-644 limits assumed): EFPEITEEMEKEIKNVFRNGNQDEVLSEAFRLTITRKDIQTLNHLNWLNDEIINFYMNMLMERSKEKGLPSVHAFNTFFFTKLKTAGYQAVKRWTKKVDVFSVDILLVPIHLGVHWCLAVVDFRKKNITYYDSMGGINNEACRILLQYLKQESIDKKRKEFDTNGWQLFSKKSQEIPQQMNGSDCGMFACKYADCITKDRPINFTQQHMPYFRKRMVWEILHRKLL
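Material – human SENP1 catalytic domain · Input – SENP1 enzyme, 20 pM final · Compound dosing – single concentration of 10 µM compound, 0.5% DMSO final · Timing – enzyme reaction for 50 min at room temperature, dark · Measured by – FRET fluorescence in CFP and YFP emission channels · Control set – no-enzyme wells low, DMSO-plus-enzyme wells high control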
Apaf-1 inh – inhibitors of human Apaf-1 apoptosome, primary screen, biochemical, DEVD-Rh110 fluorescence, uHTS; reconstituted apoptosome caspase-3 activity; inhibition, % at 20 µM; 0.71% of 330,000 active; active = inhibition of at least 40% at 20 µM;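 also: plate controls were DMSO wells for no effect and DEVD-CHO caspase inhibitor wells for full effect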
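Material: cell-free apoptosome with Apaf-1, procaspase-3 and caspase-9; Buffer or medium: Hepes pH 7.5 with detergent and BSA; Reagent: cytochrome c trigger plus (Z-DEVD)2-Rh110 caspase-3 substrate; Times: compound with Apaf-1, dATP, procaspase-3 30 min, then 50 min reaction, room temperature; Technique: Rh110 fluorescence intensity.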
* hit, by the source's call.

What do the screens show for `O=C(COC(=O)CCSc1ccccc1)NCc1ccccc1`?
SENP7 block: -7; PfGluPho inh: -2; SENP8 block-1: -8; SENP8 block-2: 11; HKDC1 inh: -7; NALP3 yeast inh: -2; SENP6 block: -1; SENP1 inh: 4; Apaf-1 inh: 10

How did O=C(Nc1cccn(Cc2ccccc2Cl)c1=O)NC1CCCCC1 do in these assays?
SENP7 block: -2; PfGluPho inh: 2; SENP8 block-1: -6; SENP8 block-2: -188; HKDC1 inh: -2; NALP3 yeast inh: 26; SENP6 block: -31; SENP1 inh: 0; Apaf-1 inh: 12

How did CCOC(=O)c1oc2ccccc2c1COC(=O)CNC(=O)c1ccco1 do in these assays?
SENP7 block: 4; PfGluPho inh: 13; SENP8 block-1: -2; SENP8 block-2: -3; HKDC1 inh: -5; NALP3 yeast inh: 29; SENP6 block: -13; SENP1 inh: 1; Apaf-1 inh: 1

How did COc1ccc(/C=N/NC(=O)CCSc2nc3ccccc3s2)cc1 do in these assays?
SENP7 block: -1; PfGluPho inh: 9; SENP8 block-1: 2; SENP8 block-2: 15; HKDC1 inh: -3; NALP3 yeast inh: 19; SENP6 block: -1; SENP1 inh: 2; Apaf-1 inh: 21

Results for Cc1cc(C)cc(N(CCC(=O)O)S(=O)(=O)c2ccc(Cl)cc2)c1 ?
SENP7 block: 2; PfGluPho inh: -11; SENP8 block-1: 3; SENP8 block-2: 10; HKDC1 inh: -7; NALP3 yeast inh: 4; SENP6 block: 1; SENP1 inh: -1; Apaf-1 inh: 7

What do the screens show for `COC(=O)c1cc(OC)c(OC)cc1NC(=O)Nc1ccccc1OC`?
SENP7 block: 6; PfGluPho inh: -3; SENP8 block-1: -5; SENP8 block-2: -109; HKDC1 inh: 0; NALP3 yeast inh: 8; SENP6 block: -6; SENP1 inh: -2; Apaf-1 inh: 1

Results for COc1ccc(C2=NNC(=Nc3cc(S(=O)(=O)N(C)C)ccc3C)SC2)c(OC)c1 ?
SENP7 block: 2; PfGluPho inh: 35; SENP8 block-1: -2; SENP8 block-2: -10; HKDC1 inh: -125; NALP3 yeast inh: 4; SENP6 block: -4; SENP1 inh: 0; Apaf-1 inh: -16

How did CCOC(=O)C1CCCN(C(=O)c2cc3cc4ccc(OC)cc4nc3o2)C1 (stereo not drawn) do in these assays?
SENP7 block: 9; PfGluPho inh: 4; SENP8 block-1: -4; SENP8 block-2: -311; HKDC1 inh: 5; NALP3 yeast inh: -7; SENP6 block: 3; SENP1 inh: 0; Apaf-1 inh: 3

Results for Cc1ccc(NC(=O)C2CCCN(c3ncnc4c3nc3n4CCCCC3)C2)cc1Cl (stereo not drawn) ?
SENP7 block: 9; PfGluPho inh: 4; SENP8 block-1: -2; SENP8 block-2: 3; HKDC1 inh: 2; NALP3 yeast inh: 13; SENP6 block: -7; SENP1 inh: 1; Apaf-1 inh: 21

How did CN(C)CCOC(C1CCCCC1)C1CCCCC1 do in these assays?
SENP7 block: 3; PfGluPho inh: -2; SENP8 block-1: 10; SENP8 block-2: 20; HKDC1 inh: -3; NALP3 yeast inh: 16; SENP6 block: 2; SENP1 inh: 2; Apaf-1 inh: -15

What do the screens show for `Cc1c(N=C2SCC(=O)N2/N=C/c2ccccc2)c(=O)n(-c2ccccc2)n1C`?
SENP7 block: -6; PfGluPho inh: -8; SENP8 block-1: -12; SENP8 block-2: 17; HKDC1 inh: -7; NALP3 yeast inh: 8; SENP6 block: -2; SENP1 inh: -4; Apaf-1 inh: 0

How did COc1cc(-c2nnc(COc3ccc4ccccc4c3)o2)cc(OC)c1OC do in these assays?
SENP7 block: 8; PfGluPho inh: 7; SENP8 block-1: -4; SENP8 block-2: 10; HKDC1 inh: 0; NALP3 yeast inh: 11; SENP6 block: -1; SENP1 inh: 4; Apaf-1 inh: 14

Results for CSc1nc(N)nc2c1ncn2CC(=O)NCC(c1ccccc1)c1ccccc1 ?
SENP7 block: 8; PfGluPho inh: -5; SENP8 block-1: 8; SENP8 block-2: -102; HKDC1 inh: 2; NALP3 yeast inh: 6; SENP6 block: 17; SENP1 inh: 1; Apaf-1 inh: -2

Results for O=C(Nc1cccnc1)c1ccccc1NS(=O)(=O)c1ccc(F)cc1 ?
SENP7 block: 16; PfGluPho inh: -20; SENP8 block-1: -2; SENP8 block-2: -414; HKDC1 inh: 3; NALP3 yeast inh: -8; SENP6 block: -5; SENP1 inh: -3; Apaf-1 inh: -7

What do the screens show for `C=CCNC(=O)c1nn2cccnc2c1Cl`?
SENP7 block: -11; PfGluPho inh: -4; SENP8 block-1: -4; SENP8 block-2: 2; HKDC1 inh: -2; NALP3 yeast inh: 22; SENP6 block: -1; SENP1 inh: -12; Apaf-1 inh: 9

How did O=C(O)c1nn(CC(=O)N2CCN(c3ccccc3)CC2)c(=O)c2ccccc12 do in these assays?
SENP7 block: -7; PfGluPho inh: -4; SENP8 block-1: 4; SENP8 block-2: 1; HKDC1 inh: 1; NALP3 yeast inh: 6; SENP6 block: -14; SENP1 inh: 3; Apaf-1 inh: 5

Results for CC(C)N(CCNC(=O)c1cn(C)c2ccc(S(=O)(=O)N(C)C)cc2c1=O)Cc1ccccc1 ?
SENP7 block: -17; PfGluPho inh: -19; SENP8 block-1: -17; SENP8 block-2: 2; HKDC1 inh: -3; NALP3 yeast inh: -6; SENP6 block: 0; SENP1 inh: 1; Apaf-1 inh: -3

How did Cc1ccc(NC(=O)Nc2cnccn2)cc1C do in these assays?
SENP7 block: 1; PfGluPho inh: 3; SENP8 block-1: -12; SENP8 block-2: 1; HKDC1 inh: 14; NALP3 yeast inh: 24; SENP6 block: -18; SENP1 inh: 1; Apaf-1 inh: -11

What do the screens show for `O=C(NCCCCc1ccccc1)c1ccc(Br)cc1`?
SENP7 block: -1; PfGluPho inh: 6; SENP8 block-1: -6; SENP8 block-2: 16; HKDC1 inh: -4; NALP3 yeast inh: 59*; SENP6 block: -29; SENP1 inh: -2; Apaf-1 inh: 11

Results for O=C1Nc2cccnc2N(C(=O)CCl)c2ccccc21 ?
SENP7 block: -6; PfGluPho inh: 3; SENP8 block-1: -13; SENP8 block-2: 9; HKDC1 inh: 6; NALP3 yeast inh: 10; SENP6 block: 11; SENP1 inh: -1; Apaf-1 inh: 7

Results for COc1ccc(NC(=O)c2nc3nccc(C)n3n2)cn1 ?
SENP7 block: 5; PfGluPho inh: -3; SENP8 block-1: -3; SENP8 block-2: 8; HKDC1 inh: -2; NALP3 yeast inh: 9; SENP6 block: -10; SENP1 inh: -3; Apaf-1 inh: -9

How did CCn1c(-c2ccc(C)cc2)nn(CC(=O)NCCc2ccccc2)c1=S do in these assays?
SENP7 block: 0; PfGluPho inh: 8; SENP8 block-1: -9; SENP8 block-2: 19; HKDC1 inh: -8; NALP3 yeast inh: 15; SENP6 block: -10; SENP1 inh: 1; Apaf-1 inh: -3

What do the screens show for `CCC(CCC(=O)Nc1cccc(C(=O)O)c1)C(=O)O` (stereo not drawn)?
SENP7 block: 1; PfGluPho inh: -7; SENP8 block-1: 12; SENP8 block-2: 28; HKDC1 inh: 2; NALP3 yeast inh: 0; SENP6 block: 13; SENP1 inh: 0; Apaf-1 inh: -6

How did O=Cc1c(NCCN2CCOCC2)c2ccccc2[nH]c1=O do in these assays?
SENP7 block: -15; PfGluPho inh: -13; SENP8 block-1: -3; SENP8 block-2: 2; HKDC1 inh: -6; NALP3 yeast inh: 29; SENP6 block: 1; SENP1 inh: 2; Apaf-1 inh: -7

How did CC(N=C1NC(C)(C)Cc2ccccc21)C(=O)O (stereo not drawn) do in these assays?
SENP7 block: 7; PfGluPho inh: -18; SENP8 block-1: -3; SENP8 block-2: 7; HKDC1 inh: 11; NALP3 yeast inh: 19; SENP6 block: 12; SENP1 inh: -1; Apaf-1 inh: -6

What do the screens show for `Cc1ccc(NC(=O)CCC(=O)NNS(=O)(=O)c2ccc(Cl)cc2)cc1C`?
SENP7 block: 9; PfGluPho inh: -12; SENP8 block-1: -6; SENP8 block-2: 4; HKDC1 inh: 7; NALP3 yeast inh: -3; SENP6 block: -17; SENP1 inh: 3; Apaf-1 inh: 1

What do the screens show for `N#CC1=C(N)Oc2n[nH]c(CSc3ccccc3)c2C12C(=O)Nc1ccccc12` (stereo not drawn)?
SENP7 block: 6; PfGluPho inh: 7; SENP8 block-1: -1; SENP8 block-2: 1; HKDC1 inh: -1; NALP3 yeast inh: 6; SENP6 block: -10; SENP1 inh: 2; Apaf-1 inh: -7

How did COc1ccc(C(C)=O)cc1CSc1nc(C)cc(C)n1 do in these assays?
SENP7 block: -6; PfGluPho inh: -4; SENP8 block-1: -5; SENP8 block-2: 8; HKDC1 inh: 7; NALP3 yeast inh: 21; SENP6 block: -9; SENP1 inh: -1; Apaf-1 inh: 3

Structures shown so far with an aryl thioether with sulfur outside any ring:
What do the screens show for `O=C(COC(=O)CCSc1ccccc1)NCc1ccccc1`?
SENP7 block: -7; PfGluPho inh: -2; SENP8 block-1: -8; SENP8 block-2: 11; HKDC1 inh: -7; NALP3 yeast inh: -2; SENP6 block: -1; SENP1 inh: 4; Apaf-1 inh: 10

How did COc1ccc(/C=N/NC(=O)CCSc2nc3ccccc3s2)cc1 do in these assays?
SENP7 block: -1; PfGluPho inh: 9; SENP8 block-1: 2; SENP8 block-2: 15; HKDC1 inh: -3; NALP3 yeast inh: 19; SENP6 block: -1; SENP1 inh: 2; Apaf-1 inh: 21

Results for CSc1nc(N)nc2c1ncn2CC(=O)NCC(c1ccccc1)c1ccccc1 ?
SENP7 block: 8; PfGluPho inh: -5; SENP8 block-1: 8; SENP8 block-2: -102; HKDC1 inh: 2; NALP3 yeast inh: 6; SENP6 block: 17; SENP1 inh: 1; Apaf-1 inh: -2

What do the screens show for `N#CC1=C(N)Oc2n[nH]c(CSc3ccccc3)c2C12C(=O)Nc1ccccc12` (stereo not drawn)?
SENP7 block: 6; PfGluPho inh: 7; SENP8 block-1: -1; SENP8 block-2: 1; HKDC1 inh: -1; NALP3 yeast inh: 6; SENP6 block: -10; SENP1 inh: 2; Apaf-1 inh: -7

How did COc1ccc(C(C)=O)cc1CSc1nc(C)cc(C)n1 do in these assays?
SENP7 block: -6; PfGluPho inh: -4; SENP8 block-1: -5; SENP8 block-2: 8; HKDC1 inh: 7; NALP3 yeast inh: 21; SENP6 block: -9; SENP1 inh: -1; Apaf-1 inh: 3
